GLP1R ag = GLP-1 receptor (human) agonism | P43220 | HEK293 GLP-1R CRE-luciferase, luminescence, 4-6 h; cells express a hypersensitive GLP-1R form | Potency, µM (titrated, usually from 45.6 µM), inactives show top-dose activation, usual class: activators | actives 0.007% (n = 380,000); further: potency means the concentration at half of the fitted maximal effect; % of control where 0% means no effect
Target sequence (P43220 whole entry, looked up): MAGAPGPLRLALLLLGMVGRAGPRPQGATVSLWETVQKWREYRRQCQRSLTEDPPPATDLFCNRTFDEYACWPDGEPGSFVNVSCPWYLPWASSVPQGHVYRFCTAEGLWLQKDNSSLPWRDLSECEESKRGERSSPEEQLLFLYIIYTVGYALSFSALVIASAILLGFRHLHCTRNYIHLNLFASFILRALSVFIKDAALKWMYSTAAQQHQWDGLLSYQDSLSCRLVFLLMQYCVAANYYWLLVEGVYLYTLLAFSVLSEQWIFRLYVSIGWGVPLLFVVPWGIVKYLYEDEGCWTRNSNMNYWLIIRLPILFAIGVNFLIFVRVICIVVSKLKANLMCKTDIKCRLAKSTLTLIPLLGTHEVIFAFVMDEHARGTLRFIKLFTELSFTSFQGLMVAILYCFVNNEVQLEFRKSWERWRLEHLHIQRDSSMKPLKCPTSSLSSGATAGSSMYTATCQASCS
TDP43 rescue = TDP-43 toxicity inhibition in yeast; AID 652104; TDP-43 expressing yeast growth rescue, BacTiter-Glo, 24 h; actives 1.8% (n = 410,000); Potency, µM (series often up to 46.1 µM), without a hit: at the highest dose growth rescue (activation), usual class: activators; further: potency means the concentration at half of the fitted maximal effect; % of control where 0% means no effect; nearly all actives have a fitted effect of over 50% in size
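Readout is BacTiter-Glo luminescence of cell growth, so inhibitors register as activators. TDP-43-expressing yeast at OD600=0.02 in galactose medium, after raffinose pregrowth to mid-log, were incubated with compound for 24 hr at 30 deg C.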
KB-V1 cytotox = KB-V1 MDR subline cytotoxicity | KB-V1 MDR cells viability, CellTiter-Glo, 72 h | AID 1347076 | actives 3.4% (n = 400,000) | Potency, µM (titrated, usually from 46.1 µM), without a hit: top-dose activity change, negative = cytotoxicity, most hits filed as cytotoxic; further: potency means the concentration at half of the fitted maximal effect; on the % scale 0 is the no-effect control and ±100 the full control effect; nearly all actives have a fitted effect of over 60% in size
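Cytotoxicity via CellTiter-Glo luminescence after 72 h compound exposure at 37 degrees C. Cells: drug-selected KB-V1 line, DMEM phenol-red free plus 10% FBS. Compounds tested at multiple concentrations; normalized data fitted to concentration-effect curves.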
HEK293 tox = cytotoxicity counter-screen for GLP-1 receptor inverse agonists | Potency, µM (highest dose often 38.3 µM), for the others: at the top dose activity change, negative = inhibition, hits mostly inhibitors | actives 0.13% (n = 410,000) | AID 624418 | HEK293 cAMP-luciferase reporter cells, luminescence, 24 h;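 further: loss of luciferase light is scored as toxicity; potency means the concentration at half of the fitted maximal effect; on the % scale 0 is the no-effect control and ±100 the full control effect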
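Cells in DMEM/10% Nu serum/1% pen-strep, 1536-well format. Pre-incubated 12 h, dosed with 23 nL compound, incubated a further 24 h. Luciferase detection, 12 min at room temp, luminescence.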
PTHR1 agonist = agonists of human PTHR1 parathyroid hormone receptor | Q03431 | HEK293 GP2 PTHR1 cells, GloSensor cAMP luminescence, 1 h | Potency, µM (series often up to 115 µM), for the others: at the highest dose activation, hits mostly activators | actives 0.075% (n = 410,000) | AID 743266; further: potency means the concentration at half of the fitted maximal effect; nearly all actives have a fitted effect of over 55% in size; some results filed as inactive show a strong effect at the top dose; inactives centre near -15; many of its hits are not listed in these tables
Target sequence (Q03431 whole entry, looked up): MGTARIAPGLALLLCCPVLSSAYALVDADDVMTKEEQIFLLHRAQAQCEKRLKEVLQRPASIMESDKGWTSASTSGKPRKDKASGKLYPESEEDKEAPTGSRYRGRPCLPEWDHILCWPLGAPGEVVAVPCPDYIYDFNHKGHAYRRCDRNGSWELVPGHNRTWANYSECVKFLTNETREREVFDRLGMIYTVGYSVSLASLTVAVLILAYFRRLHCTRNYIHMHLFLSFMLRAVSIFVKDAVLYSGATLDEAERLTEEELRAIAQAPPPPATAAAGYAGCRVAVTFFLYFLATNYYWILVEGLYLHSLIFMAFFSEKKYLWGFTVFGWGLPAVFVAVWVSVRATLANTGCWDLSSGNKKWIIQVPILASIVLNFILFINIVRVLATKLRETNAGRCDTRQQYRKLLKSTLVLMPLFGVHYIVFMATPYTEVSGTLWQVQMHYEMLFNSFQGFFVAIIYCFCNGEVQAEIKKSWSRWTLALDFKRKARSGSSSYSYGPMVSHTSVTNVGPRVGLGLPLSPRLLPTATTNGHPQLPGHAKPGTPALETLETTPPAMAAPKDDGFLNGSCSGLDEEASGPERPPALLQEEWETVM
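HEK-293-derived GP2 cells expressing PTHR1 and a GloSensor cAMP reporter, 3,000/well, plated overnight, given luciferin plus IBMX (each 0.5 mM as added) for 1 h at 37 °C, then compound for 1 h at 37 °C. Luminescence was read after 15 min at room temperature.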
GLP1R inv ag = inverse agonists of human GLP-1 receptor | Potency, µM (top dose mostly 38.3 µM), without a hit: top-dose activity change, negative = inhibition, most hits filed as inhibitors | P43220 | HEK293 GLP-1R CRE-luciferase, luminescence, 24 h; GLP-1R form is constitutively active | actives 1.6% (n = 410,000); further: potency means the concentration at half of the fitted maximal effect; on the % scale 0 is the no-effect control and ±100 the full control effect; nearly all actives have a fitted effect of over 55% in size
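Readout was luciferase luminescence, measured 12 min after detection reagent at room temperature. Beforehand, GLP-1R reporter HEK293 cells had sat 12 h, then received compounds for 24 hr at 37 deg C.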
aSyn yeast inh = inhibitors of alpha-synuclein toxicity in yeast; Yeast expressing alpha-synuclein, growth rescue, BacTiter-Glo, 24 h; Potency, µM (doses to about 46.1 µM), without a hit: at the top dose growth rescue (activation), most hits filed as activators; actives 0.14% (n = 370,000); further: potency means the concentration at half of the fitted maximal effect; % of control where 0% means no effect; nearly all actives have a fitted effect of over 65% in size
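Readout is rescue of growth in alpha-synuclein-expressing yeast, so inhibitors of toxicity appear as activators. Growth after 24 hr at 30 deg C in galactose medium is quantified by luminescence.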
DRD3 antagonist = antagonists of human D3 dopamine receptor. P35462. D3R cells, DiscoveRx beta-arrestin luminescence, antagonist mode; stronger effect = lower value. max response, negative = inhibition, %. actives 2.5% (n = 360,000). AID 652054; in the data active means max response below about -50%; inconclusive means no clear call, values can overlap the other calls; further: on the % scale 0 is the no-effect control and ±100 the full control effect; mostly tested at two doses, the higher about 12 µM
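Cells plated overnight at 1500 cells/well, then exposed to library compounds with dopamine controls for 90 minutes at 37 degrees C. DiscoveRx reagent added for 30–60 minutes at room temperature; luminescence read, quantitative HTS format.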
D3 ag = activates the human D3 dopamine receptor. max activation, %. P35462. AID 652048. actives 0.58% (n = 410,000). D3R DiscoveRx beta-arrestin cells, luminescence, 90 min; in the data active means max activation above about 30%; further: 0% is about no effect; mostly tested at two doses, the higher about 12 µM
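Agonist mode: compounds and dopamine controls were applied to plated cells for 90 min at 37 degrees C after an overnight attachment at 1500 cells/well. Luminescent read-out followed 30 - 60 minutes at room temperature with DiscoveRx detection reagent.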
The depositor's hits bear a star; i = inactive; ? = inconclusive; . = no result given; & = joins results of further samples; [ ] = dose if it differs, or a comment. Unless noted, the call rests on the fitted dose curve; in most records, active means well fitted curve in the direction sought with a large enough effect; inconclusive means small, poorly fitted or top-dose-only effect, or another doubt; inactive means no such curve, though single readings can be large; an effect the other way counts as inactive or inconclusive.

SMILES	GLP1R ag	TDP43 rescue	KB-V1 cytotox	HEK293 tox	PTHR1 agonist	GLP1R inv ag	aSyn yeast inh	DRD3 antagonist	D3 ag
COc1ccc2cc(CN(CC3CCCO3)C(=S)NCc3ccco3)c(=O)[nH]c2c1 (stereo not given)	12.9%	-25.1%	?	-0.7%	-10.5%	13.7%	10.4%	-3.1	2.3
COc1cccc(NC(=O)Cn2c(=O)n(CCc3cccc(C)c3)c(=O)c3ccccc32)c1	-3.1%	20.3%	0.4%	-2.7%	i	-13.5%	.	.	-5.4
COc1ccc(CNC(=O)C(c2cccs2)N(Cc2ccco2)C(=O)Cc2cccs2)cc1 (stereo not given)	-3.5%	15.4%	?	-20.7%	-17.6%[57.5 µM]	?	2.9%	18.8	5.3
CSc1ccc(Cn2c(C)c(C(=O)NCc3ccco3)sc2=O)cc1	-1.1%	0.0%	?	6.2%	-37.6%[inhibitor]	3.2%	-25.5%	-4.3	-2.3
O=C(NCCN1CCOCC1)C(=O)NCC1OCCCN1S(=O)(=O)c1ccc(F)cc1 (stereo not given)	0.5%	5.6%	23.5%	15.3%	-23.8%	8.9%	-6.4%	2.9	-15.3
CCCCNC(=O)C(=O)N/N=C/c1ccc(OCC(=O)Nc2cccc(OC)c2)c(OC)c1	-4.8%	16.4%	-5.1%	2.8%	i	14.5%	-2.4%	10.7	5.8
O=C(c1ccc2nccnc2c1)N1CCN(c2ccccc2)CC1	-3.7%	28.6%	?	-8.3%	i	5.5%	-0.1%	-13.4	2.6
CC1C(=O)Nc2ccc(S(=O)(=O)N3CCCCC3)cc2NC1=O (stereo not given)	.	-14.9%	.	-15.9%	3.5%	-0.1%	.	.	5.5
Cc1cc(C(=O)N/N=C2\CC(=O)CC(C)(C)C2)c(C)n1-c1ccc(F)cc1	0.2%	1.0%	?	7.1%	-46.3%[inhibitor]	-8.1%	7.1%	0.0	-4.7
CN(C)c1ccc(/C=C/C(=O)c2ccccc2)cc1[N+](=O)[O-]	-2.1%	?	-5.7%	16.5%	-16.1%	10.3%	7.3%	13.9	6.2
CC(NC(=O)c1ccco1)c1nc(-c2ccccc2)no1 (stereo not given)	4.2%	-6.8%&15.0%	-16.7%&-1.1%	1.3%&-2.1%	i	5.6%&-3.0%	-7.7%	-8.4	0.0&2.3
O=C(C1CCN(S(=O)(=O)c2ccc(Cl)cc2)CC1)N1CCN(c2ccccn2)CC1	-1.2%	1.0%	?	2.8%	-11.0%	?	-6.3%	-11.6	-3.2
Oc1c(C(c2cccs2)N2CCC3(CC2)OCCO3)sc2ncnn12 (stereo not given)	-0.6%	3.0%	1.7%	-11.6%	i	7.8%	-0.2%	?	-7.1
Cc1ccccc1-n1nnnc1SCC(=O)N(C)C1CCS(=O)(=O)C1 (stereo not given)	-1.9%	-0.7%	18.8%	-7.0%	i	0.1%	4.3%	-3.6	9.2
O=C(CSc1nccn1Cc1ccccc1)NCc1ccc(F)cc1	4.1%	3.8%	?	-1.9%	i	-5.0%	7.7%	.	-3.5
COc1ccc(OC)c(CNC(=O)c2cc(-c3ccc(Cl)s3)nc3ccccc23)c1	.	-1.6%	-14.3%	7.9%	-10.2%	6.5%	.	.	-10.6
CN(C)S(=O)(=O)c1ccc(N2CCCC2=O)c([N+](=O)[O-])c1	0.8%	-8.1%	0.0%	9.5%	i	3.9%	0.2%	4.2	3.6
COC(=O)C1=C(C(=O)OC)[C@@H]2N(C)c3ccccc3[C@@]23C[C@@H](C(=O)OC)N(C(=O)c2cccs2)C3=N1	-3.1%	-17.1%	-11.5%	-10.8%	-38.2%[inhibitor]	-26.5%	15.3%	-21.1	-1.0
O=C(C1CCN(S(=O)(=O)N2CCC3(CC2)OCCO3)CC1)N1CCN(Cc2ccccc2)CC1	0.2%	-6.9%	0.0%	1.7%	11.1%[57.5 µM]	6.9%	1.0%	-6.2	-0.5
Cc1cc(S(=O)(=O)Nc2ccc(C(=O)N3CCN(C(=O)c4ccco4)CC3)cc2)ccc1F	1.2%	-20.8%	0.5%	-3.9%	-2.8%[57.5 µM]	10.8%	6.6%	1.9	2.4
COc1ccc(/C=C/C(=O)c2sc(-c3ccccc3)nc2C)cc1	-3.5%	23.8%	-32.5%	-8.9%	i	-1.7%	-0.4%	?	-2.9
CN(CC(=O)Nc1ccccc1C(F)(F)F)C(=O)CSc1nnc(-c2ccncc2)n1C	-6.3%	3.1%	0.1%	-23.5%	i	4.4%	4.5%	2.1	-2.3
O=C(CN(Cc1ccccc1)C(=O)CCC(=O)Nc1nccs1)NCc1ccco1	-6.3%	12.9%	0.4%	-5.8%	-9.3%	-0.7%	-6.7%	6.6	2.2
COc1cc(C2SC[C@H]3C(=O)N(c4ccccc4)C(=O)N23)cc(OC)c1OC (stereo not given in full)	-0.2%	27.6%	1.5%	2.9%	-9.6%	-2.7%	.	.	7.2

Given field by field: entries from further up.
> CN(C)S(=O)(=O)c1ccc(N2CCCC2=O)c([N+](=O)[O-])c1
  GLP1R ag: 0.8%
  TDP43 rescue: -8.1%
  KB-V1 cytotox: 0.0%
  HEK293 tox: 9.5%
  PTHR1 agonist: i
  GLP1R inv ag: 3.9%
  aSyn yeast inh: 0.2%
  DRD3 antagonist: 4.2
  D3 ag: 3.6

> Cc1ccccc1-n1nnnc1SCC(=O)N(C)C1CCS(=O)(=O)C1 (stereo not given)
  GLP1R ag: -1.9%
  TDP43 rescue: -0.7%
  KB-V1 cytotox: 18.8%
  HEK293 tox: -7.0%
  PTHR1 agonist: i
  GLP1R inv ag: 0.1%
  aSyn yeast inh: 4.3%
  DRD3 antagonist: -3.6
  D3 ag: 9.2

> COc1ccc(OC)c(CNC(=O)c2cc(-c3ccc(Cl)s3)nc3ccccc23)c1
  GLP1R ag: .
  TDP43 rescue: -1.6%
  KB-V1 cytotox: -14.3%
  HEK293 tox: 7.9%
  PTHR1 agonist: -10.2%
  GLP1R inv ag: 6.5%
  aSyn yeast inh: .
  DRD3 antagonist: .
  D3 ag: -10.6

(further entries)
SMILES	GLP1R ag	TDP43 rescue	KB-V1 cytotox	HEK293 tox	PTHR1 agonist	GLP1R inv ag	aSyn yeast inh	DRD3 antagonist	D3 ag
CCOC(=O)/C=c1\s/c(=C\c2ccccc2C)c(=O)n1CC(=O)NCc1ccc2c(c1)OCO2	21.1%	-3.7%	3.26µM*	-27.1%	i	?	1.7%	0.9	0.4
NS(=O)(=O)c1cccc(NC(=O)C(Cc2ccccc2)NC(=O)c2ccccc2)c1 (stereo not given)	6.3%	-3.8%	18.1%	?	-16.6%	5.4%	9.0%	-15.5	-8.0
COC(=O)[C@]12CCCCC=C1N(Cc1ccco1)C(=O)[C@H](CC(=O)NCC13CC4CC(CC(C4)C1)C3)C2	-2.5%	?	0.0%	9.7%	-60.1%[inhibitor]	?	10.3%	6.0	-0.5
CCOC(=O)C1C(=O)CC(C)(O)C(C(=O)OCC)C1c1ccc(Br)cc1 (stereo not given)	-3.8%	1.9%	-7.8%	-10.9%	i	?	-3.8%	-2.9	2.5
C[C@H](CO)N1C[C@H](C)[C@@H](CN(C)Cc2ccc(Oc3ccccc3)cc2)Oc2c(NS(=O)(=O)c3cn(C)cn3)cccc2C1=O	-0.1%	18.3%	17.5%	5.9%	-28.8%	10.3%	0.4%	13.0	9.3
CCCCC(CC)CNC(=O)C(Cc1ccccc1)NS(=O)(=O)c1ccc2c(c1)CCC(=O)N2 (stereo not given)	1.5%	-0.5%	0.0%	-13.0%	-10.5%	-17.4%	-2.3%	-6.0	-4.2
CCN(CC)S(=O)(=O)c1ccc2c(c1)c(=O)c(C(=O)NCc1ccccc1OC)cn2C	0.1%	-1.9%	-9.1%	0.4%	-24.6%	8.2%	.	.	-13.8
O=C(NC1CCN(Cc2ccccc2)CC1)c1cn(-c2ccccc2)nc1-c1cccnc1	16.9%	15.9%	-21.2%	?	i	?	0.3%	?	-11.1
O=c1c2ccc([N+](=O)[O-])cc2ncn1Cc1ccccc1C(F)(F)F	-0.7%	6.8%	?	0.1%	-11.6%	-5.1%	-5.5%	-4.3	-0.3
C#CCN(C[C@@H]1[C@@H](OC(=O)NCc2ccco2)[C@@H](OC(=O)NCc2ccco2)CN(C(=O)OC(C)C)N1C(=O)OC(C)C)S(=O)(=O)c1ccc(C)cc1	-4.2%	3.9%	?	-9.7%	-35.6%	?	0.0%	1.4	5.8
O=C(NCc1ccccc1)c1nnc(Cc2cccc(F)c2)o1	.	8.2%	-3.2%	-4.7%	i	3.9%	.	.	1.8
COCCn1ccc2c(OCC(=O)Nc3ccccc3F)cccc2c1=O	.	25.8%	-3.0%	3.6%	i	32.5%[activator]	.	.	4.5
CCCOc1ccccc1N1C(=O)CC(N2CCOCC2)C1=O (stereo not given)	-7.4%	21.6%	8.0%	-4.5%	-7.0%[57.5 µM]	0.0%	12.1%	1.0	0.8
CCOC(=O)CSc1nc2cc(OC)ccc2cc1C#N	3.5%	20.1%	-3.5%	-2.7%	-4.3%	0.3%	10.0%	9.9	-4.3
COc1cccc(C(=O)N2c3cc(C)ccc3OCC2C(C)(C)C)c1 (stereo not given)	0.7%	-11.6%	2.0%	-1.6%	-25.7%	11.3%	-6.5%	1.9	9.6
Cc1ccc2nsnc2c1NC(=S)NC(=O)c1ccco1	5.6%	23.1%	-4.8%	13.7%	i	5.8%	-0.5%	2.5	-13.5

Compound activity deposited in PubChem BioAssay by National Center for Advancing Translational Sciences (NCATS).

Only part of the results is shown (hit frequency here may not be typical).
